FBPA coupling cs: coupling enzyme interference in Giardia aldolase counter-screen; AID 2472; coupling enzyme system counterscreen, AmpLite Red fluorescence; actives 0.67% (n = 290,000); activity change, negative = inhibition, % at 58.2 µM, hits read low; in the data active means activity change below about -30%; further: on the % scale 0 is the no-effect control and ±100 the full control effect
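Fluorescence at 525 nm excitation and 598 nm emission measured inhibition of the coupled detection system without aldolase. Compounds (at 57.5 uM final) were preincubated 10 min at room temperature with coupling enzyme reagent before a 20 min substrate/AmpLite Red step.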
GALK inh: inhibitors of human galactokinase. Potency, µM (highest dose often 57.5 µM), for inactives: top-dose activity change, negative = inhibition, actives largely listed as inhibitors. actives 0.007% (n = 270,000). P51570. Purified GALK, Kinase-Glo residual ATP luminescence; further: potency means the concentration at half of the fitted maximal effect; on the % scale 0 is the no-effect control and ±100 the full control effect
Target sequence (P51570 whole entry, looked up): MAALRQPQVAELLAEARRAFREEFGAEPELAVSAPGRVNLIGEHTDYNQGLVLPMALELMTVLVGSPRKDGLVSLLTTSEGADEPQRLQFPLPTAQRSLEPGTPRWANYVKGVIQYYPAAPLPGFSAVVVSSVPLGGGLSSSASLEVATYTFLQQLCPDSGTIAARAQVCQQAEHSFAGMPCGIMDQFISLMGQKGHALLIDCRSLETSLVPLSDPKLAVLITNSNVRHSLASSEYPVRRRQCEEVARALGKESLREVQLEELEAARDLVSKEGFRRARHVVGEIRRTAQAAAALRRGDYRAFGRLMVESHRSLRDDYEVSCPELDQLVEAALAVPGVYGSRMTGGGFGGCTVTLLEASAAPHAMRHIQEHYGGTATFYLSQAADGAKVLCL
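Quantitative HTS: GALK 5 nM, ATP 35 uM, galactose 100 uM, 1 h room temperature, then luciferase-based ATP detection.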
TRPV1 agonist: agonists of human vanilloid receptor 1 (TRPV1); activation, % at 8.33 µM; actives 0.19% (n = 320,000); TRPV1-expressing cells, Fluo-8 calcium influx, agonist mode; in the data active means activation above about 80%; inconclusive means between about 30% and that limit; further: 0% is about no effect
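TRPV1-expressing cells were cultured overnight at 35.5C and loaded with Fluo-8 calcium dye for 40 to 90 min at room temperature. After a 10 s baseline, compound was added and calcium influx was read kinetically for 3 min (ex 480/em 520 nm).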
USP2a inh: inhibitors of human ubiquitin-specific protease USP2a; O75604; USP2 core, Ub-CHOP2 coupled fluorogenic reporter, 485/531; Potency, µM (highest dose often 38.3 µM), for the others: at the highest dose activity change, negative = inhibition, actives largely listed as inhibitors; actives 0.01% (n = 330,000);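 further: potency means the concentration at half of the fitted maximal effect; plate controls were DMSO wells for no effect and full inhibition by NEM control for full effect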
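Cell-free coupled assay: 10nM USP2 core preincubated 30min RT with compound in Tris-HCl pH 8.0/CaCl2/CHAPS buffer, then 25nM Ub-CHOP2 and 25nM reporter substrate; fluorescence (Ex 485/Em 531) read after 60min RT, normalized to NEM inhibition, concentration-response curves fitted.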
B2AR arrestin: agonists driving beta-arrestin recruitment to human beta2-adrenergic receptor | P07550 | beta-arrestin recruitment to beta2AR, cell-based reporter | Potency, µM (highest dose often 46.1 µM), for the others: at the top dose activation, actives largely listed as activators | actives 0.02% (n = 330,000) | AID 492947;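 further: potency means the concentration at half of the fitted maximal effect; 0% = DMSO controls and full agonism = EC100 isoproterenol or metaproterenol; nearly all actives have a fitted effect of over 65% in size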
Target sequence (P07550 whole entry, looked up): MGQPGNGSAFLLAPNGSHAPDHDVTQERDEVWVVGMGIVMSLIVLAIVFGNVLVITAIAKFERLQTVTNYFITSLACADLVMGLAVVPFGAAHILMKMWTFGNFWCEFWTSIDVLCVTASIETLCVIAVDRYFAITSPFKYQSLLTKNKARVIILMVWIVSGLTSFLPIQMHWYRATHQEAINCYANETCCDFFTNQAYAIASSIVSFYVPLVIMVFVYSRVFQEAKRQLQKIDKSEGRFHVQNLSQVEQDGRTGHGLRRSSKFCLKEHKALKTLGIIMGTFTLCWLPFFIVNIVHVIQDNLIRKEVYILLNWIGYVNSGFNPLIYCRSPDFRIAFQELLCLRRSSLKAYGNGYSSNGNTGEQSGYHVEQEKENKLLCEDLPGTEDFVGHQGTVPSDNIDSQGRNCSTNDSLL
PKM2 activator: PKM2 (human) enzyme activation. purified PKM2, Kinase-Glo ATP luminescence, activation; response scale: 0% is enzyme alone, no compound. actives 0.34% (n = 260,000). Potency, µM (titrated, usually from 57.5 µM), for inactives: top-dose activation, usual class: activators; further: potency means the concentration at half of the fitted maximal effect; on the % scale 0 is the no-effect control and ±100 the full control effect; nearly all actives have a fitted effect of over 55% in size
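ATP formation by purified human PK-M2, quantified via coupled luciferase luminescence after 1 h at room temperature with 0.1 mM ADP and 0.5 mM PEP final.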
Menin-MLL TR inh: menin-MLL binding inhibition, Texas Red mutant peptide; O00255; Menin + Texas Red MLL mutant peptide, fluorescence polarization; AID 1768; actives 0.23% (n = 270,000); Potency, µM (titrated, usually from 61.6 µM), for inactives: at the top dose FP activity change, negative = inhibition, hits mostly inhibitors; active means well fitted inhibition curve with a large enough effect in the polarisation, with a control signal flat, not every such curve was filed as active; inconclusive means small, poorly fitted or top-dose-only effect, or effect the other way, or a change in a side signal; inactive means no such curve, though single readings can be large or run the other way; the % refers to the polarisation; further: potency means the concentration at half of the fitted maximal effect; % of control where 0% means no effect; many of its hits are not listed in these tables
KCNH2 3.1 block: blocks the human KCNH2 3.1 channel isoform; AID 720553; activity change, % (tested at about 1.8 µM); U2OS KCNH2 3.1, thallium flux FluxOr; stronger effect = lower value; actives 0.95% (n = 340,000);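 active means maximum activity change below -70%; inconclusive means maximum activity change from -70% to -50%; inactive means maximum activity change above -50%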;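 further: thallium influx rate constant from kinetic fluorescence after stimulation buffer; on the % scale 0 is the no-effect control and ±100 the full control effect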
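U2OS cells transduced with KCNH2 3.1 mutant virus (1.77 x 10^8 /mL, 4 h), plated overnight at 37 C, loaded 45 min with FluxOr dye plus Red40 quencher. Thallium flux rate constant from kinetic reads after stimulation buffer, normalised to controls.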
KCNH2 WT inh: KCNH2 (human, wildtype) channel inhibition | activity change, % at 1.84 µM | Q12809 | actives 0.37% (n = 340,000) | U2OS, BacMam KCNH2, thallium flux FluxOr; stronger effect = lower value;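 active means maximum activity change below -70%; inconclusive means maximum activity change between -70% and -50%; inactive means maximum activity change above -50%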; further: on the % scale 0 is the no-effect control and ±100 the full control effect
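U2OS cells were transduced with wild-type KCNH2 virus (2.03 x 10^8 / mL) for 4 h at room temperature, then cultured overnight at 37 C. Thallium flux was read with FluxOr dye. Rate constants were normalized to DMSO controls.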
CXXC DNA block: inhibitors of human MLL CXXC domain-DNA interaction. Q03164. MLL-CXXC / FITC-HOXA9 DNA fluorescence polarization. Potency, µM (doses to about 115 µM), without a hit: at the highest dose activity change, negative = inhibition, hits mostly inhibitors. actives 0.037% (n = 290,000); active means well fitted inhibition curve with a large enough effect in the polarisation, with a control signal flat, not every such curve was filed as active; inconclusive means small, poorly fitted or top-dose-only effect, or effect the other way, or a change in a side signal; inactive means no such curve, though single readings can be large or run the other way; the % refers to the polarisation; further: potency means the concentration at half of the fitted maximal effect
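Fluorescence polarization: 7 uM MLL-CXXC (stock) preincubated 5 min with compounds, then 50 nM fluorescein-HOX-A9 DNA (stock) added; 30 min ambient. Buffer 50 mM Tris-HCl pH 7.5, 50 mM NaCl, 1 mM DTT, 0.05% BSA.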
Giardia kill: Giardia lamblia killing. activity change, % at 7.66 µM, hits read low. Giardia lamblia trophozoite viability. actives 0.15% (n = 340,000); in the data active means activity change below about -80%; inconclusive means between about -30% and that limit;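 further: parasites exposed to compound for two days anaerobically before the ATP read; on the % scale 0 is the no-effect control and ±100 the full control effect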
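Viability, read as ATP luminescence: trophozoites at 100 cells/well, compound added, 48 hrs anaerobic at 37 deg C, then 15-30 min room-temperature development before reading.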
* = called active by the depositor; ? = inconclusive; . = not tested or not shown; [ ] = dose if it differs, or a comment. Unless noted, the call rests on the fitted dose curve; in most records, active means well fitted curve in the direction sought with a large enough effect; inconclusive means small, poorly fitted or top-dose-only effect, or another doubt; inactive means no such curve, though single readings can be large; an effect the other way counts as inactive or inconclusive. A portion of the library. The share of hits here may be higher or lower than overall.

SMILES	FBPA coupling cs	GALK inh	TRPV1 agonist	USP2a inh	B2AR arrestin	PKM2 activator	Menin-MLL TR inh	KCNH2 3.1 block	KCNH2 WT inh	CXXC DNA block	Giardia kill
CC(C)CC[n+]1ccn(-c2nc3ccccc3nc2[N-]S(=O)(=O)c2ccc(Cl)cc2)c1	0.0	3.7%	7.3	1.0%	0.3%	-0.7%	.	-21.2	17.7	-1.0%	0.0
CCCN1Cc2cccc(C(=O)NCCc3ccccc3)c2C1=O	0.3	.	24.4	0.3%	0.4%	.	1.4%	0.2	-1.1	12.0%	8.1
CCCOc1ccc(/C=c2\sc3ncnn3c2=O)cc1	0.0	-4.2%	2.6	0.9%	-1.0%	-0.4%	7.0%	2.5	-4.6	-15.8%	-2.6
COc1ccc(N2Cc3ccccc3C2)cc1Cl	-7.7	-0.2%	7.7	1.5%	-0.9%	-5.9%	-1.0%	0.3	6.3	-6.6%	-21.6
COC(=O)c1ccc(CSc2nc3sc(C)c(C)c3c(=O)[nH]2)cc1	1.0	-1.2%	-1.0	0.0%	0.1%	-4.4%	.	3.7	1.8	-0.4%	-6.9
C=CCNC(=O)c1onc(CSc2ccc(F)c(F)c2)c1C(=O)O	-4.8	-2.4%	-3.2	-2.6%	-0.9%	-14.9%	-8.6%	4.9	11.2	-10.0%	-18.1
COc1cc(/C=N/Nc2ccccc2C(F)(F)F)ccc1O	-1.2	-1.3%	6.7	2.9%	-0.7%	-2.7%	?	4.1	11.0	-6.0%	-17.1
CC(CCn1cccn1)NC(=O)CCc1nnc(C2CCCCC2)o1 (stereo not given)	-0.6	9.7%	-2.7	-0.8%	-0.6%	-0.8%	3.0%	-16.7	3.1	-2.1%	7.0
O=C(Cn1nnc(-c2cccs2)n1)Nc1ccccc1C(F)(F)F	-0.4	5.2%	-0.6	0.0%	-0.1%	.	-18.0%	8.1	1.2	-4.2%	6.9
CCOC(=O)c1ccc(NS(=O)(=O)c2c(C)n(C)c(=O)n(C)c2=O)cc1	1.1	-0.4%	-1.8	1.5%	-0.5%	5.8%	15.7%	19.4	-0.7	-4.7%	27.2
Cc1ccc(N2C(=O)CC3(CC4C=CC3C4)C2=O)cc1 (stereo not given)	3.5	-3.4%	-1.1	3.0%	-0.1%	-7.6%	1.0%	10.8	11.9	-5.5%	-15.4
COc1cc2c(cc1NC(=O)CC1SC(N3CCCC3)=NC1=O)oc1ccccc12 (stereo not given)	0.2	3.3%	10.2	2.1%	4.0%	-0.2%	16.7%	-0.7	-6.7	2.6%	-4.3
COC(=O)C1=C(C)N=c2s/c(=C/c3ccoc3)c(=O)n2C1c1ccccc1 (stereo not given)	0.2	0.5%	4.8	.	.	22.4µM*	?	-14.3	16.7	?	4.2
CCOC(=O)c1cnc(-n2nc(C)cc2C)nc1Nc1ccc(O)cc1	-1.3	-0.1%	-4.3	-0.2%	0.5%	-1.1%	.	5.0	-5.2	-3.4%	-10.2
CN1CCN(S(=O)(=O)c2ccc(=O)[nH]c2)CC1	4.3	0.1%	-6.7	1.3%	0.0%	-0.3%	-8.8%	3.5	1.7	1.5%	-3.9
O=C(CCl)N(c1ccccc1)c1c[nH]c2ccccc12	2.5	-11.1%	-1.6	1.0%	-0.2%	15.4%	36.4%[activator]	5.9	-24.4	-26.2%	-13.8
O=C(COc1cc(Cl)c(Cl)cc1Cl)Nn1cnnc1	6.5	-1.3%	-0.4	0.4%	-0.4%	-0.5%	-26.1%	15.2	5.4	2.7%	2.4
Cc1cc(SCC(=O)Nc2cccc(S(=O)(=O)N3CCOCC3)c2)nc2ccccc12	-0.5	12.4%	-0.4	-10.1%	0.0%	0.7%	16.6%	-11.6	-2.4	?	-23.1
CCOC(=O)/C(CCC[N+](C)(CC)CC)=N\O	0.7	.	1.6	0.4%	-0.1%	5.8%	1.3%	-1.3	2.1	7.3%	13.2
CN(CCC#N)C(=O)CSc1nnc(-c2c[nH]c3ccccc23)o1	0.1	0.3%	-0.5	1.3%	-0.5%	.	14.6%	-1.8	-2.9	42.3%[activator]	-8.1
Cc1cc(SCC(=O)c2cc3ccccc3o2)nc2ccccc12	.	-0.4%	6.3	4.5%	-0.3%	-10.4%	?	5.7	-11.7	?	-3.0
O=C(c1ccc(F)cc1Cl)N(c1ccccn1)C1CCCCC1	-0.4	4.1%	4.9	3.5%	-0.5%	7.2%	-28.8%	-3.2	-1.2	-2.0%	3.4
Cc1ccc(NC2CCCN(C(=O)CN3C(=O)CSC3=O)C2)cc1C (stereo not given)	.	-6.0%	2.4	2.6%	-0.4%	-3.2%	.	-10.7	-1.8	2.7%	-6.5
O=C(Nn1cnc2ccccc2c1=O)C1CCCCC1	2.1	-0.7%	0.9	0.1%	0.4%	8.2%	1.2%	-4.9	1.2	-3.0%	0.6
Cc1ccc(C)c(S(=O)(=O)N2CCN(C(=O)c3cc(-c4cccs4)nn3-c3ccccc3)CC2)c1	.	.	-0.9	1.6%	0.1%	.	.	-23.7	-4.1	.	2.1
(further entries)
SMILES	FBPA coupling cs	GALK inh	TRPV1 agonist	USP2a inh	B2AR arrestin	PKM2 activator	Menin-MLL TR inh	KCNH2 3.1 block	KCNH2 WT inh	CXXC DNA block	Giardia kill
COC(=O)c1ccc(N/C=C/C(=O)c2ccc(OC)c(OC)c2)cc1	0.5	0.8%	-0.5	1.1%	-0.1%	-3.8%	9.9%	-0.2	-3.6	0.6%	1.0
CC(C)[C@@H](C(=O)N1CCN(Cc2ccc3c(c2)OCO3)CC1)n1nnc2ccccc2c1=O	.	-5.2%	13.4	4.1%	0.4%	.	.	14.7	10.9	2.1%	7.6
CC(C)N(C(=O)[C@H]1C[C@H](CC(=O)NCCCn2ccnc2)C(=O)N2CCc3c([nH]c4ccc(Cl)cc34)[C@]12C)C(C)C	.	.	.	1.3%	-0.4%	.	.	13.4	-1.0	.	1.9
CNC(=O)C1CN(C(=O)c2cccc(S(=O)(=O)N3c4ccccc4CC3C)c2)c2ccccc2O1 (stereo not given)	.	.	15.5	6.3%	-1.5%	.	.	0.0	-21.1	.	15.3
COc1ccc(CCNC(=O)CSc2nnnn2C)cc1OC	0.9	-1.6%	-1.0	0.1%	-0.8%	-3.1%	25.6%	11.6	-6.5	-2.0%	-3.2
COc1ccc(C(=O)Nc2ccccc2N2CCCC2)cc1S(=O)(=O)N1CCOCC1	.	.	0.5	-1.3%	-0.2%	.	.	6.3	-2.3	.	4.8
CCOc1ccc(CCNC(=O)CCn2cccc2)cc1OCC	0.0	-0.7%	-0.3	0.7%	-0.2%	-0.4%	4.5%	0.7	5.8	9.6%	2.5
Cc1[nH]c2ccccc2c1/C=N/NC(=O)CCC(=O)NCc1ccccc1	-20.9	-1.9%	0.6	0.0%	-0.3%	-5.7%	2.0%	33.0	-8.4	16.9%	4.9
C=CCN1C(=O)C(CC(=O)Nc2ccc(OCCC)cc2)N(CCCN2CCN(Cc3ccccc3)CC2)C1=S (stereo not given)	-4.4	-2.2%	8.2	-0.3%	-0.2%	-4.5%	35.5%[activator]	2.8	3.5	-3.2%	-7.6
Cc1cc(C(=O)N/N=C/c2cc(Br)cc(Br)c2OC(=O)c2ccccc2)n[nH]1	5.1	-0.1%	-4.0	0.8%	3.9%	1.6%	20.3%	.	.	140.2%[activator]	.
O=C(Cc1ccc(Cl)cc1)OCc1nnc(-c2ccccc2)o1	0.2	-1.9%	21.9	0.4%	-0.2%	-3.1%	-5.9%	11.7	10.5	9.0%	-22.4
Cc1cccn2c(=O)c3cc(S(=O)(=O)c4ccc(Br)cc4)c(=N)n(C4CCCCC4)c3nc12	0.6	1.8%	-2.8	-0.4%	-0.9%	2.7%[0.46 µM]	1.0%	-24.2	3.6	2.9%	1.2
CCN(CC(=O)Nc1c(F)cccc1F)C(=O)CSCC(=O)Nc1ccc(OC)cc1	.	.	3.1	1.8%	-0.1%	.	.	-11.1	3.8	.	17.7
O=C(COC(=O)c1ccc(Cl)c(S(=O)(=O)N2CCOCC2)c1)Nc1ccc2[nH]c(=O)[nH]c2c1	.	.	1.3	-1.1%	0.2%	.	.	0.1	4.3	.	-0.1
COc1ccc(CNC(=O)CSc2nn3c(=O)c(C(C)(C)C)nnc3s2)cc1OC	0.2	-1.4%	-0.8	2.6%	0.2%	-0.3%	-6.6%	-1.8	9.2	2.8%	1.9

Screening results (PubChem)
